DRD3 antagonist – antagonists of human D3 dopamine receptor; P35462; D3R cells, DiscoveRx beta-arrestin luminescence, antagonist mode; stronger effect = lower value; max response, negative = inhibition, %; 2.5% of 360,000 active; AID 652054; in the data active = max response below about -50%; inconclusive = no clear call, values can overlap the other calls; note: % is set by controls: 0 for no effect and ±100 for the full control effect; mostly tested at two doses, the higher about 12 µM
Target sequence (P35462 whole entry, looked up): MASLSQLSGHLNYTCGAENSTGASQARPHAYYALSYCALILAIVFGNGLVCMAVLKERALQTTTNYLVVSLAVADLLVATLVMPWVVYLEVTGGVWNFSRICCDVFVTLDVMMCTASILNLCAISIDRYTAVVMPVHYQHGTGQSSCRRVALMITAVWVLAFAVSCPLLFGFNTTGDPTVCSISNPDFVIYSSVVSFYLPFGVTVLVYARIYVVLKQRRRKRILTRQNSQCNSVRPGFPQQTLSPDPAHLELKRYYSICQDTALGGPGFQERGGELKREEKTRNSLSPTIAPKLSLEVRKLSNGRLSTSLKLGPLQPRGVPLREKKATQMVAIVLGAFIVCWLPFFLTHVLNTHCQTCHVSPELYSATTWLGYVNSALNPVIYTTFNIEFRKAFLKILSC
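Cells plated overnight at 1500 cells/well, then exposed to library compounds with dopamine controls for 90 minutes at 37 degrees C. DiscoveRx reagent added for 30–60 minutes at room temperature; luminescence read, quantitative HTS format.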
GLP1R cytotox – cytotoxic in the GLP-1 receptor inverse agonist counter-screen. HEK293 cAMP-luciferase reporter cells, luminescence, 24 h. Potency, µM (titrated, usually from 38.3 µM), without a hit: at the top dose activity change, negative = inhibition, usual class: inhibitors. 0.13% of 410,000 active;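 note: loss of luciferase light is scored as toxicity; potency is the fitted concentration of half-maximal effect; % is set by controls: 0 for no effect and ±100 for the full control effect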
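1536-well qHTS counterscreen of the MLSMR; 200 cells/uL, 12 h pre-incubation, 23 nL cpd, 24 h at 37 deg C 5% CO2, luciferase detection reagent, 12 min RT, luminescence. Inhibition = undesired.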
GLP1R ag – agonists of human GLP-1 receptor; 0.007% of 380,000 active; AID 624172; HEK293 GLP-1R CRE-luciferase, luminescence, 4-6 h; cells express a hypersensitive GLP-1R form; Potency, µM (top dose mostly 45.6 µM), for inactives: top-dose activation, actives largely listed as activators; note: potency is the fitted concentration of half-maximal effect; % of control where 0% means no effect
Target sequence (P43220 whole entry, looked up): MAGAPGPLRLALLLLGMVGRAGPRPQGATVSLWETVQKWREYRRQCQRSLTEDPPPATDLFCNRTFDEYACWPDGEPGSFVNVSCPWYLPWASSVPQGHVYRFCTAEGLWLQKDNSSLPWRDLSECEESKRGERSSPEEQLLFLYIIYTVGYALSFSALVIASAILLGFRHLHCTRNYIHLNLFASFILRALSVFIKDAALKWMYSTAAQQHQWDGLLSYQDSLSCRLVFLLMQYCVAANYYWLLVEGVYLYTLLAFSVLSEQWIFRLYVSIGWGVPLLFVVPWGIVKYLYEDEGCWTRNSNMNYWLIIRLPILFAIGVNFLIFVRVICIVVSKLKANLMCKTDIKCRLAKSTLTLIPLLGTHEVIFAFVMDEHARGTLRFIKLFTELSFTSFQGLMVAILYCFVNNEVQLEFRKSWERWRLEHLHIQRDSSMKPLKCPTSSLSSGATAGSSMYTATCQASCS
GLP1R inv ag – acts as inverse agonist at human GLP-1 receptor. P43220. HEK293 GLP-1R CRE-luciferase, luminescence, 24 h; GLP-1R form is constitutively active. Potency, µM (series often up to 38.3 µM), without a hit: top-dose activity change, negative = inhibition, actives largely listed as inhibitors. 1.6% of 410,000 active. AID 624417; note: potency is the fitted concentration of half-maximal effect; % is set by controls: 0 for no effect and ±100 for the full control effect; nearly all actives have a fitted effect of over 55% in size
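Inverse agonists were sought by their lowering of basal cAMP reporter luciferase output in HEK293 cells stably carrying constitutively active human GLP-1R, after 24 h compound treatment.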
WRN helicase inh – inhibitors of human WRN helicase. AID 651768. Potency, µM (top dose mostly 114 µM), inactives show at the highest dose activity change, negative = inhibition, hits mostly inhibitors. Q14191. WRN helicase unwinding, fluorescent forked duplex, kinetic. 0.46% of 360,000 active; note: potency is the fitted concentration of half-maximal effect; % is set by controls: 0 for no effect and ±100 for the full control effect; nearly all actives have a fitted effect of over 55% in size
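Kinetic fluorescence helicase assay: unwinding of a quenched forked DNA duplex (100 nM final) with 2 mM ATP final raises red fluorescence (525/598 nm). Compounds sat 15 min at room temperature with 20 nM WRN beforehand.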
PLK1 PBD inh – blocks phosphopeptide binding to human PLK1 polo-box domain; Plk1 PBD binding of FITC phosphopeptide, fluorescence polarization; Potency, µM, for the others: max response, negative = inhibition, actives largely listed as inhibitors; 2.8% of 360,000 active; AID 720504; note: potency is the fitted concentration of half-maximal effect; series mostly up to about 57 µM; % is set by controls: 0 for no effect and ±100 for the full control effect; nearly all actives have a fitted effect of over 65% in size
IL-2 act – IL-2 activation. IL-2 activation reporter assay, cell-based qHTS; stimulated with anti-CD3/CD4/CD28 beads; in transgenic mouse T cells. activation, % (series mostly up to about 46 µM). 0.065% of 360,000 active. AID 652025; in the data active = activation above about 50%; inconclusive = mostly about 30% to 49%; note: 0% is about no effect
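Screening format: compound pinned onto unstimulated transgenic mouse T cells, 60 min incubation, then anti-CD3/anti-CD4/anti-CD28 bead stimulation for 18 hours at 37 degrees C, followed by EGFP and DsRed detection.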
D3 ag – activates the human D3 dopamine receptor; P35462; D3R DiscoveRx beta-arrestin cells, luminescence, 90 min; max activation, %; 0.58% of 410,000 active; in the data active = max activation above about 30%; note: 0% is about no effect; mostly tested at two doses, the higher about 12 µM
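Cells at 1500/well, incubated overnight, then treated with pinned compounds (dopamine as control) for 90 min at 37 degrees C. DiscoveRx reagent added for 30 - 60 minutes at room temperature; luminescence read.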
PI5P4K alpha inh – blocks human PI5P4K alpha kinase activity. P48426. PI5P4Kalpha enzyme, ADP-Glo luminescence, 60 min; stronger effect = lower value. max response, %. 1.2% of 330,000 active; active = max response of -50% or lower; inconclusive = between -30% and -50%; inactive = -30% or higher; note: value at the top dose of about 77 µM; % is set by controls: 0 for no effect and ±100 for the full control effect
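Compounds were pin-transferred onto PI5P4Kalpha and substrate in HEPES pH 7.4 buffer with EGTA, CHAPS and 5% DMSO. ATP (5 microM final) started the reaction, which ran 60 minutes at room temperature before ADP-Glo detection.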
Starred values were filed as active, the others as inactive; i = inactive; ? = inconclusive; / = not tested or not shown; [ ] = another dose, or the depositor's remark. Unless noted, calls come from the whole dose curve; as a rule, active = well fitted curve in the direction sought with a large enough effect; inconclusive = small, poorly fitted or top-dose-only effect, or another doubt; inactive = no such curve, though single readings can be large; an effect the other way counts as inactive or inconclusive.

SMILES	DRD3 antagonist	GLP1R cytotox	GLP1R ag	GLP1R inv ag	WRN helicase inh	PLK1 PBD inh	IL-2 act	D3 ag	PI5P4K alpha inh
CC(C)c1ccc(/C=C/C(=O)NCCCc2ccccc2)cc1	1	?	0%	?	-7%	-3%	4.1	-9	12
O=C(NCc1cccc(Cl)c1)c1ccncc1	-10	16%	-3%	11%	11%	-3%	-1.7	-7	2
O=C(O)CC1S/C(=N\N=C/c2ccccc2O)N(c2ccc(O)cc2)C1=O (centres undefined)	8	4%	7%	2%	0%	-9%	-0.3	-2	-1
Cc1ccccc1S(=O)(=O)N1C(c2ccc(Cl)cc2)CC=C(C(=O)O)C1c1cccc(Cl)c1 (centres undefined)	-23	-7%	/	?	3%	27µM*	2.2	1	-26
COc1ccc(NC(=O)C2CCCN2C(=O)NC2CCCCC2)cc1OC (centres undefined)	10	6%	-6%	53%[activator]	4%	-6%	-2.4	-4	-2
CCc1ccc(NC(=O)c2ccnc(C(C)(C)C)c2)cc1	6	7%	-7%	-7%	-7%	-9%	-1.8	-10	/
O=C(CNC(=O)c1ccccc1)OCCCOC(=O)CNC(=O)c1ccccc1	23	-1%	-6%	8%	-8%	2%	-0.7	8	-3
CCC(C(=O)Nc1cnccn1)c1ccccc1 (centres undefined)	12	12%	13%	4%	-13%	-7%	2.3	13	/
CC(C)(C#N)N([O-])C=C[N+](=O)C(C)(C)C#N	24	10%	-11%	4%	-3%	-4%	-1.3	0	/
O=C(COc1ccccc1)N/N=C/c1sc(=O)n(Cc2cccc(C(=O)O)c2)c1Cl	-8	i	0%	118%	-7%[11.6 µM]	?	1.6	1	?
COc1ccc(Br)cc1C(=O)Nc1nnn(C)n1	-15	-8%	-5%	19%	6%	0%	-1.0	0	-4
O=C(O)c1cc2c(ncc3c(=O)n(-c4ccccc4)[nH]c32)s1	0	2%	-1%	6%	-13%[57.1 µM]	-7%	1.8	-6	-19
CCOC(=O)C1C(=O)OC(C)(C)C1C(C)C(=O)c1ccccc1 (centres undefined)	-16	2%	-9%	2%	3%	2%	0.1	-2	1
COc1cc(NC(=O)N[C@@H](Cc2ccccc2)C(=O)O)cc(OC)c1	11	1%	-1%	-7%	2%	2%	-1.9	10	15
C[C@H](CO)N1C[C@H](C)[C@@H](CN(C)S(=O)(=O)c2cccs2)Oc2c(NC(=O)C3CC3)cccc2C1=O	39	-5%	-1%	7%	-4%	-9%	-0.3	8	-1
COc1ccc(NC(=O)C2(C)Cc3c(-c4ccc5c(c4)OCO5)ccnc3O2)cn1 (centres undefined)	-53*	?	?	?	-4%	-10%	-0.1	-18	-5
Cc1cccc(N2CCN(C(=O)C3CCC(=O)N(Cc4ccccc4F)C3)CC2)c1C (centres undefined)	9	-1%	4%	?	-17%	-1%	-3.8	3	12
COC(=O)c1cnc(Nc2cccc(C(F)(F)F)c2)c([N+](=O)[O-])c1	5	10%	5%	13%	-2%	-4%	0.0	2	14
O=C(CCc1ccccc1)NCCS(=O)(=O)N1CCN(c2ccccc2)CC1	-17	3%	7%	?	-10%	-6%	-0.2	-2	0
FC(F)(F)c1cccc(NC(=S)NC2CCCC2)c1	21	?	-13%	?	1%	-4%	-0.3	2	-3
CS(=O)(=O)N1N=C(c2ccco2)CC1c1ccc(Cl)cc1 (centres undefined)	22	24%	-10%	2%	22%	-10%	-0.7	-7	?
COc1cccc(NC(=O)Cn2c(=O)n(-c3cc(OC)c(OC)c(OC)c3)c(=O)c3ccccc32)c1	-6	0%	5%	4%	15%	-18%	-0.5	0	2
O=C1CCCC2=C1C(c1ccncc1)Nc1ccccc1N2 (centres undefined)	-16	18%	-15%	15%	1%	-11%	0.1	-4	0
C[C@@H]1COC(=O)[C@@H](Cc2ccc(F)cc2)C/C=C\C[C@@H](CC(=O)N[C@H](CO)Cc2ccccc2)C(=O)N1	-17	8%	-3%	3%	-1%	-4%	-4.4	-7	4
NS(=O)(=O)c1ccc(NC(=O)COC(=O)COc2ccc3ccccc3c2)cc1	-20	4%	0%	7%	-7%	-12%	-4.1	1	1
CC(C)NC(=O)C1CCCN(c2nnc(-n3cccc3)s2)C1 (centres undefined)	4	0%	-2%	-1%	0%	-8%	-0.1	-4	6
O=C1c2cc(Cl)ccc2-c2c(O)cc(Cl)cc21	?	?	-2%	?	-21%	-4%	-0.5	-10	?
CC(=O)Oc1ccc(N2C(=O)[C@@H]3[C@H](C2=O)[C@H]2c4ccccc4C=NN2[C@@H]3C(C)=O)cc1	-1	1%	3%	27%	?	-15%	1.3	6	-7
Cc1cc(N2CC(C)OC(C)C2)n2cc(-c3ccccc3)nc2n1 (centres undefined)	0	1%	11%	12%	-35%	-5%	0.5	0	2
C[C@H](CO)N1C[C@H](C)[C@@H](CN(C)Cc2ccc3c(c2)OCO3)Oc2c(NC(=O)Cc3ccccc3)cccc2C1=O	6	-23%	0%	?	-1%	-7%	-0.6	20	-1
COc1cccc(C(=O)Nc2cc(OC)ccc2NC(=O)c2ccco2)c1	-5	9%	9%	11%	5%	0%	-0.3	1	3
CCOC(=O)c1cc(NC(=O)N(C(C)C)C2CCCCC2)c(C)nc1C	0	-2%	17%	16%	1%	-15%	-0.2	4	4
CCOc1ccc(Sc2cc(C(=O)NCc3ccc(F)cc3)c3ccccc3n2)cc1	/	9%	-4%	-10%	/	/	/	5	/
CC1CCCN(C(=O)c2ccc(S(=O)(=O)N3CCC(c4nc5ccccc5s4)CC3)cc2)C1 (centres undefined)	11	?	-1%	0%	-7%[57.1 µM]	-2%	0.0	4	/
O=C(NCCN1CCOCC1)c1ccc2c(c1)N(Cc1ccc(F)cc1)C(=O)CS2	1	-9%	-2%	20%	-2%	-4%	-0.9	-7	-3
O=C(NCCCNC(=O)c1c(Cl)cccc1Cl)c1c(Cl)cccc1Cl	8	1%	14%	19%	13%	-6%	-0.4	-1	6
O=C(CCC(=O)c1ccc(Cl)cc1)OCn1nnc2ccccc2c1=O	-14	7%	-2%	23%	-1%	-7%	-2.4	-5	2
COC(=O)C1=C(C(=O)c2ccccc2)C(c2cccs2)n2nnnc2N1 (centres undefined)	-60*	?	6%	7%	-8%	-2%	-0.5	0	5
C[C@H]1CN(C2CCCCC2)C(=O)[C@@H]1CC(=O)NCc1ccccc1	-6	7%	-3%	23%	13%	-2%	0.4	12	11
CC1(C)C(=O)OC(c2ccc([N+](=O)[O-])cc2)C(C)(C)C1=O (centres undefined)	-2	-6%	-5%	4%	-1%	1%	-1.6	1	2

Look-ups from the list.
CC1(C)C(=O)OC(c2ccc([N+](=O)[O-])cc2)C(C)(C)C1=O (centres undefined) @ PLK1 PBD inh: 1%
O=C(NCCN1CCOCC1)c1ccc2c(c1)N(Cc1ccc(F)cc1)C(=O)CS2 @ PLK1 PBD inh: -4%
CCOC(=O)c1cc(NC(=O)N(C(C)C)C2CCCCC2)c(C)nc1C @ PI5P4K alpha inh: 4
CCOc1ccc(Sc2cc(C(=O)NCc3ccc(F)cc3)c3ccccc3n2)cc1 @ GLP1R cytotox: 9%
O=C(CCC(=O)c1ccc(Cl)cc1)OCn1nnc2ccccc2c1=O @ WRN helicase inh: -1%

2 records picked at random from the list so far, as already listed:
SMILES	DRD3 antagonist	GLP1R cytotox	GLP1R ag	GLP1R inv ag	WRN helicase inh	PLK1 PBD inh	IL-2 act	D3 ag	PI5P4K alpha inh
CC1(C)C(=O)OC(c2ccc([N+](=O)[O-])cc2)C(C)(C)C1=O (centres undefined)	-2	-6%	-5%	4%	-1%	1%	-1.6	1	2
COc1cccc(C(=O)Nc2cc(OC)ccc2NC(=O)c2ccco2)c1	-5	9%	9%	11%	5%	0%	-0.3	1	3

Next results follow.
SMILES	DRD3 antagonist	GLP1R cytotox	GLP1R ag	GLP1R inv ag	WRN helicase inh	PLK1 PBD inh	IL-2 act	D3 ag	PI5P4K alpha inh
O=C1CCN(S(=O)(=O)c2ccccc2)CCN1CCOCc1ccccc1	-15	6%	-1%	3%	11%	-5%	0.0	4	-2
CC(C)Oc1cccc(C(=O)C2CCCN(Cc3cnn(C(C)C)c3)C2)c1 (centres undefined)	-5	15%	12%	?	-11%	-4%	-1.1	-9	2
Cc1cc(OC(C)C(=O)NCc2ccccn2)c2c(C)c(Cc3ccccc3)c(=O)oc2c1 (centres undefined)	12	-11%	6%	-19%	-26%	0%	-5.1	3	0
CCOc1ccc(N=c2cc(-c3ccc(OC)cc3)oc3ccccc23)cc1	-8	?	12%	?	-5%	0%	-5.6	17	10

A section from further up, as a working copy:
SMILES	DRD3 antagonist	GLP1R cytotox	GLP1R ag	GLP1R inv ag	WRN helicase inh	PLK1 PBD inh	IL-2 act	D3 ag	PI5P4K alpha inh
Cc1cc(OC(C)C(=O)NCc2ccccn2)c2c(C)c(Cc3ccccc3)c(=O)oc2c1 (centres undefined)	12	-11%	6%	-19%	-26%	0%	-5.1	3	0
CCOc1ccc(N=c2cc(-c3ccc(OC)cc3)oc3ccccc23)cc1	-8	?	12%	?	-5%	0%	-5.6	17	10

One compound at a time, as listed above. Values in the order: DRD3 antagonist	GLP1R cytotox	GLP1R ag	GLP1R inv ag	WRN helicase inh	PLK1 PBD inh	IL-2 act	D3 ag	PI5P4K alpha inh
C[C@@H]1COC(=O)[C@@H](Cc2ccc(F)cc2)C/C=C\C[C@@H](CC(=O)N[C@H](CO)Cc2ccccc2)C(=O)N1 is listed with -17	8%	-3%	3%	-1%	-4%	-4.4	-7	4
CC1CCCN(C(=O)c2ccc(S(=O)(=O)N3CCC(c4nc5ccccc5s4)CC3)cc2)C1 (centres undefined) is listed with 11	?	-1%	0%	-7%[57.1 µM]	-2%	0.0	4	/
CC(C)NC(=O)C1CCCN(c2nnc(-n3cccc3)s2)C1 (centres undefined) is listed with 4	0%	-2%	-1%	0%	-8%	-0.1	-4	6
C[C@H](CO)N1C[C@H](C)[C@@H](CN(C)S(=O)(=O)c2cccs2)Oc2c(NC(=O)C3CC3)cccc2C1=O is listed with 39	-5%	-1%	7%	-4%	-9%	-0.3	8	-1

Random draw from the library (roughly 7.8% active in at least one column).
